# Arrestin-AP2 inh = blocks beta-arrestin peptide binding to AP2 adaptin; FITC-arrestin peptide / GST-AP2 beads, flow cytometry; AP2 beta2 appendage carries R879A mutation; inhibition, % at 10 µM; 340,000 compounds, 0.31% hits;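 active = inhibition above a set limit, near 3 SD of compounds lacking own fluorescence, cut at about 54% in these data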;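 note: plate controls were DMSO wells for no effect and 5 µM unlabelled arrestin peptide for full effect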
#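 System: GST-AP2 R879A glutathione beads; medium: PBS, Tween 20 0.05%, BSA 0.1%; reagent: fluorescein-tagged arrestin peptide at 50 nM final; schedule: pre-incubation 12 min, peptide binding 1 h, room temperature; detection: flow cytometry, FL1 (488/535 nm); read-out: inhibition as reduced fluorescein signal on beads, percent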
# DSG3 Ab inh = inhibitors of pemphigus antibody binding to human desmoglein-3 | P32926 | DSG3-coupled beads, scFv-anti-DSG3-GFP binding, flow cytometry; active compounds read low | binding (percent of control), % at 10 µM | 310,000 compounds, 0.48% hits;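 active = binding more than 3 SD below its plate's average and above zero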;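 note: hits lower antibody fragment binding to DSG3; some compounds called inactive have numbers as strong as hits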
# PKA-R2B act = activates the human PKA-R2B holoenzyme complex; P22694+P31323; PKA-R2B holoenzyme dissociation, Cy5-IP20 fluorescence polarization; R2B truncated from residue 108, S112A mutant; 0% DMSO only, 100% 113 µM cGMP; activation, % at 11.4 µM; 340,000 compounds, 0.079% hits; AID 504700;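 active = activation above a cutoff set at the mean over all compounds plus 3 SD, cut at about 18% in these data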;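 note: higher means more holoenzyme dissociation and a rise in polarization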
# Target sequence (P31323 whole entry, looked up, other chains not shown, the tested form may be a part): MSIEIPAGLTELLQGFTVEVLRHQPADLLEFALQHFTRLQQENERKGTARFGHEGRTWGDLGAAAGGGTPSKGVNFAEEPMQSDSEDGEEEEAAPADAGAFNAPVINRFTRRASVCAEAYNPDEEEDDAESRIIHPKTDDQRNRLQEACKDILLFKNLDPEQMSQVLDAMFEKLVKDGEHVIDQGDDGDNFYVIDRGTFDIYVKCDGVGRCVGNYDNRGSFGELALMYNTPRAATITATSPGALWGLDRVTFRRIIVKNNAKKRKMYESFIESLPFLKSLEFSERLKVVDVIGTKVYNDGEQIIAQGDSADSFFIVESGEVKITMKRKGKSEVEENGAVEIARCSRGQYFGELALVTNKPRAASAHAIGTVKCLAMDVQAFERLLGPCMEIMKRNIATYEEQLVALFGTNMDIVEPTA
# NSD2 HMT inh = inhibitors of human histone methyltransferase NSD2; O96028; NSD2 peptide methylation, AlphaScreen, 120 min; inhibition, % at 12.5 µM; 310,000 compounds, 0.54% hits; AID 743445; in the data active = inhibition above about 50%
# SR-BI HDL uptake = blocks mouse SR-BI lipid uptake from DiI-HDL. 320,000 compounds, 0.96% hits. ldlA[mSR-BI] CHO cells, DiI-HDL uptake fluorescence, 3 h. Q61009. inhibition, % at 12.5 µM;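 active = mean replicate inhibition of at least 70% and a set share of replicates each scoring 70 or more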;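 note: 0% = median of neutral control wells and 100% = median of positive control wells; values of inactives mirror those of a sister screen read the other way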
# Target sequence (Q61009 whole entry, looked up): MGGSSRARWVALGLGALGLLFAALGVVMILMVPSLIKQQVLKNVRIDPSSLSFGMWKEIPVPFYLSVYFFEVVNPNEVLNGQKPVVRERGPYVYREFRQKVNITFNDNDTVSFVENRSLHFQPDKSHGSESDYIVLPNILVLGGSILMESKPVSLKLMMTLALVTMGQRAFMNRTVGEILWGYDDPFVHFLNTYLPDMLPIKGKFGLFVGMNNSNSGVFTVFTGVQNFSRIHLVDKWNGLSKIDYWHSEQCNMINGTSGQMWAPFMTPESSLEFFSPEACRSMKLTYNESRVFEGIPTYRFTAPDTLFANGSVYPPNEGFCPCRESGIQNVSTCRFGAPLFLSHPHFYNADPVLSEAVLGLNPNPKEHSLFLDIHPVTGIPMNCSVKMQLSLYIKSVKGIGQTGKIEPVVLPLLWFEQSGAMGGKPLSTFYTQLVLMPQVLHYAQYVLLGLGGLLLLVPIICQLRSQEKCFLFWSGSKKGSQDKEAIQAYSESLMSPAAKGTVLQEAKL
# dFosB act = enhances mouse delta FosB homodimer DNA binding; 340,000 compounds, 0.99% hits; purified delta FosB, TAMRA-CDK5 oligo fluorescence polarization; percent of positive-control signal above neutral wells; AID 493131; activation, % at 25 µM; P13346;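 active = mean activation above about 17%, with every replicate also reaching it, limit read from the data, passing the limit was not always enough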;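 note: fluorescence polarization rise as delta FosB binds a TAMRA Cdk5 AP-1 oligo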
# SR-BI uptake up = activators of SR-BI mediated HDL lipid uptake. AID 504775. CHO ldlA[mSR-BI] cells, DiI-HDL uptake fluorescence, 3 h; 100 = double the neutral-control signal. activation, % at 12.5 µM. 320,000 compounds, 0.096% hits;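 active = mean replicate activation of at least 60% and every replicate at or above 60%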;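 note: 0% = median plate neutral-control signal and 100% = twice that signal; values of inactives mirror those of a sister screen read the other way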
#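 Test system: SR-BI-overexpressing, LDLR-lacking CHO cells. Measured by: DiI fluorescence, bottom read. Medium: Ham's F12 with 0.5% BSA, HEPES 25 mM, pH 7.4. Timing: 3 h uptake period with compound, 37 °C.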
# Mot1-301 SUMO = inhibitors of SUMOylation pathway: yeast Mot1-301 growth rescue; S. cerevisiae Mot1-301 growth rescue, ATP luminescence, 38.5C; percent above DMSO median, 100 means doubled; growth rescue, % at 18.8 µM; 320,000 compounds, 1% hits; AID 2716;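 active = every valid replicate shows activation above 250% relative to neutral control wells; inactive = the rest, any valid replicate at or below 250%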;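 note: OY570 slx delta 5 strain wells were the positive control but not used for scaling; some compounds called inactive have numbers as strong as hits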
# MITF act = MITF TRPM1 promoter activation in melanoma cells; AID 588334; SK-MEL-5 TRPM1-promoter luciferase, 24 h; % of positive control, neutral wells = 0; 300,000 compounds, 0.75% hits; activation, % at 12.5 µM;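 active = mean activation of at least 80% with every replicate also reaching 80%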;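 note: 0% = neutral control wells and 100% = parthenolide positive control wells; values of inactives mirror those of a sister screen read the other way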
# CDK5 p35 inh = blocks human CDK5/p35 kinase activity; Q00535+Q15078; Recombinant CDK5/p35, ADP-Glo luminescence, 60 min; inhibition, % at 10 µM; 330,000 compounds, 0.01% hits;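 active = highest replicate inhibition of at least 50% and at least 75% of replicates reaching 50%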;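 note: plate controls were DMSO neutral control for no effect and GW8510 at 10 µM for full effect; many of its hits are not listed in these tables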
# PKA-R1A act = PKA-R1A complex activation; P00514+P68181; PKA-R1A dissociation, Cy5-IP20 fluorescence polarization; scaled: DMSO 0%, 113 µM cGMP 100%; activation, % at 11.4 µM; 340,000 compounds, 0.083% hits;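 active = percent activation above the mean of all tested compounds plus 3 SD, cut at about 19% in these data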;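 note: higher means more PKAc released from R1A so a rise in polarization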
# * = called active by the depositor; / = not tested or not shown.
1: CCc1ccc(NC(=S)N(Cc2cccnc2)Cc2ccco2)cc1
2: COc1ccc([N+](=O)[O-])cc1C(=O)Nc1ccc(OCC(=O)N2CCOCC2)cc1
3: O=C1CSC(c2ccc([N+](=O)[O-])cc2)N1c1ccccc1F (configuration not stated)
4: CCC(C)[C@@H](C(=O)NCC1CCC(C(=O)O)CC1)n1nnc2ccccc2c1=O (some centres not stated)
5: CCCCCCCC(=O)Oc1ccc(C(=O)Nc2cc(C)on2)cc1
6: Cc1c(NC(=O)C(C)OC(=O)c2cccnc2Cl)c(=O)n(-c2ccccc2)n1C (configuration not stated)
7: Cc1sc2nc(C3CC3)nc(N3CCN(C(=O)c4ccc(Cl)cc4)CC3)c2c1C
8: CCc1ccc(C(=O)COC(=O)C2CCN(c3ccc(C(F)(F)F)cn3)CC2)cc1

Compound,1,2,3,4,5,6,7,8
Arrestin-AP2 inh,27,-3,-5,-3,44,0,0,20
DSG3 Ab inh,/,/,100,106,114,116,/,100
PKA-R2B act,0,0,3,-1,2,10,-6,-7
NSD2 HMT inh,2,-2,5,0,-2,-3,13,-4
SR-BI HDL uptake,8,-3,-23,-27,-36,-23,47,-1
dFosB act,-12,-4,2,-6,1,0,-11,1
SR-BI uptake up,-8,3,23,27,36,/,-47,1
Mot1-301 SUMO,/,-4,-12,172,5,-2,-1,6
MITF act,8,-6,6,-7,38,-12,-11,7
CDK5 p35 inh,0.3,-2.1,-0.1,-0.6,0.4,-1.1,-3.5,-0.8
PKA-R1A act,-5,5,-13,-8,10,-5,8,1

9: O=C(NCc1ccc(F)cc1)NC(=O)c1ccc(Cl)cc1
10: Cc1ccccc1C(=O)Nc1ccc(S(=O)(=O)N2CCCC2)cc1
11: CNS(=O)(=O)/C=C/c1ccccc1
12: O=c1c2ccccc2[nH]c2ccccc12
13: CCCCOC(=O)CCN1C(=O)/C(=C2\SC(=S)N(CCC(=O)OCCCC)C2=O)SC1=S
14: Cc1cc(SCCOc2ccccc2)nc(N)n1
15: CC(C)NCC(O)COc1ccc(COCCOC(C)C)cc1 (configuration not stated)
16: CCS(=O)(=O)c1ccc2c(c1)N(S(C)(=O)=O)CC(C(=O)NCc1ccccc1OC)O2 (configuration not stated)

Compound,9,10,11,12,13,14,15,16
Arrestin-AP2 inh,19,-4,-12,22,27,-1,0,14
DSG3 Ab inh,/,114,100,99,84,106,110,112
PKA-R2B act,-5,-10,6,-2,1,-10,8,10
NSD2 HMT inh,-2,-4,/,/,-1,0,/,-2
SR-BI HDL uptake,-10,/,-36,1,8,4,3,9
dFosB act,32*,-8,-3,-4,2,1,3,-3
SR-BI uptake up,10,/,36,-1,-8,-4,-3,-9
Mot1-301 SUMO,4,-4,-22,-6,-29,-50,14,/
MITF act,-9,/,10,-7,-18,50,12,5
CDK5 p35 inh,0.3,1.1,-0.6,-1.0,1.8,0.7,0.9,-1.2
PKA-R1A act,-12,-7,0,-10,-8,-8,-6,3

17: NC(=O)c1ccccc1OCC(=O)c1ccc(Cl)cc1
18: O=C(Nc1nc2ccccc2[nH]1)c1cccc(S(=O)(=O)N2CCOCC2)c1
19: CN(C)Cc1cc(CCNC(=O)c2ccc(Cl)cc2)ccc1O
20: COc1ccc(OC)c(CN2CCN(C(=O)CCNC(=O)c3ccc(Br)cc3)CC2)c1
21: CC1CC(=O)Nc2ccccc2N1C(=O)Nc1ccc(F)cc1F (configuration not stated)
22: O=C(CN1C(=O)COc2ccccc21)N(Cc1cccnc1)Cc1ccccc1F
23: COC(=O)c1c(C)oc(C)c1S(=O)(=O)Nc1ccc(C(C)C)cc1
24: CC1CCCC(NC2CCCCNC2=O)C1 (configuration not stated)

Compound,17,18,19,20,21,22,23,24
Arrestin-AP2 inh,15,16,5,-2,17,-4,-7,2
DSG3 Ab inh,99,/,107,103,112,106,102,98
PKA-R2B act,-3,16,3,6,-4,-4,-10,2
NSD2 HMT inh,-1,1,3,6,-2,3,0,-2
SR-BI HDL uptake,-2,15,-4,57,-9,-6,9,-39
dFosB act,-12,-11,-3,-4,1,-7,-13,-2
SR-BI uptake up,2,-15,4,-57,9,6,-9,39
Mot1-301 SUMO,-9,12,-7,42,-5,-7,-5,-5
MITF act,3,6,/,4,-2,-12,/,/
CDK5 p35 inh,-0.2,0.9,0.0,-1.3,0.8,0.6,1.3,0.6
PKA-R1A act,6,-2,13,2,-2,-4,-6,-18

# 4 compounds already listed, ordered by SMILES length, highest first:
16: CCS(=O)(=O)c1ccc2c(c1)N(S(C)(=O)=O)CC(C(=O)NCc1ccccc1OC)O2 (configuration not stated)
4: CCC(C)[C@@H](C(=O)NCC1CCC(C(=O)O)CC1)n1nnc2ccccc2c1=O (some centres not stated)
6: Cc1c(NC(=O)C(C)OC(=O)c2cccnc2Cl)c(=O)n(-c2ccccc2)n1C (configuration not stated)
14: Cc1cc(SCCOc2ccccc2)nc(N)n1

Compound,16,4,6,14
Arrestin-AP2 inh,14,-3,0,-1
DSG3 Ab inh,112,106,116,106
PKA-R2B act,10,-1,10,-10
NSD2 HMT inh,-2,0,-3,0
SR-BI HDL uptake,9,-27,-23,4
dFosB act,-3,-6,0,1
SR-BI uptake up,-9,27,/,-4
Mot1-301 SUMO,/,172,-2,-50
MITF act,5,-7,-12,50
CDK5 p35 inh,-1.2,-0.6,-1.1,0.7
PKA-R1A act,3,-8,-5,-8

# More results
25: Cc1cccc(C2Nc3ccccc3C(=O)N2NC(=O)c2ccc([N+](=O)[O-])cc2)n1 (configuration not stated)
26: COc1cccc(/C=N/n2c(N)nc3ccccc32)c1OC
27: Cc1cc(=O)n2nc(N3CCC(C(=O)NC(C)c4ccccc4)CC3)sc2n1 (configuration not stated)
28: O=C(CSc1nc2ccccc2c(=O)n1CCCN1CCOCC1)Nc1ccc(Br)cc1
29: CCCCCCCCNCCS(=O)(=O)NCc1ccccc1
30: COC(=O)NC(=S)Nc1ccc(Oc2ccc(Cl)cc2Cl)c(Cl)c1
31: O=C(C1CCCN(c2ncnc3c2nc2n3CCCCC2)C1)N1CCN(c2cccc(Cl)c2)CC1 (configuration not stated)
32: CC1Oc2ccccc2N(CC(=O)NCc2ccccc2)C1=O (configuration not stated)

Compound,25,26,27,28,29,30,31,32
Arrestin-AP2 inh,27,-32,24,-5,6,5,-4,17
DSG3 Ab inh,91,103,/,115,101,95,114,106
PKA-R2B act,-2,-3,1,-3,7,-21,-3,2
NSD2 HMT inh,-3,5,-2,-1,/,-2,1,-2
SR-BI HDL uptake,12,18,-1,6,9,13,26,2
dFosB act,-3,-12,2,-4,-9,1,1,-10
SR-BI uptake up,-12,-18,1,-6,-9,-13,-26,-2
Mot1-301 SUMO,-14,616,-4,-4,/,13,-12,-22
MITF act,12,90*,/,7,3,-13,-2,34
CDK5 p35 inh,0.7,-0.2,-1.1,-1.0,-0.2,1.2,/,3.4
PKA-R1A act,-6,11,6,-17,4,-1,-4,-2

33: CCOC(=O)c1c(C)[nH]c(C(=O)N2CCN(CC)CC2)c1C
34: Cc1cc(N2C(=O)C3CC=CC(C)C3C2=O)no1 (configuration not stated)
35: O=C(c1ccco1)N1CCN(C23CC4CC(CC(C4)C2)C3)CC1
36: COc1cccc(CCC(=O)Nc2cc3c(cc2C(=O)O)OCCCO3)c1OC
37: O=C(CSc1ccc2c(c1)OCCO2)Nc1cccnc1Cl
38: CCOC(=O)N1CCN(CC(O)COc2c(C)cccc2C)CC1 (configuration not stated)
39: CSc1ccc(-c2nc(CSCC(=O)NCCCN3CCOCC3)c(C)o2)cc1
40: FC(F)(F)c1ccc(-c2csc(-c3ccno3)n2)cc1

Compound,33,34,35,36,37,38,39,40
Arrestin-AP2 inh,7,-3,2,-21,11,41,0,10
DSG3 Ab inh,100,99,93,99,106,106,99,/
PKA-R2B act,6,5,11,-5,-4,-5,-3,2
NSD2 HMT inh,4,-7,19,-1,-3,-2,-6,3
SR-BI HDL uptake,/,-33,-5,-45,-7,-32,21,4
dFosB act,-5,-4,-6,3,-2,-4,-6,-3
SR-BI uptake up,/,33,5,45,7,32,-21,-4
Mot1-301 SUMO,76,-7,9,6,/,281,-23,8
MITF act,0,/,12,-10,-2,4,/,/
CDK5 p35 inh,-3.0,-1.0,-0.7,1.5,1.1,-1.0,0.7,-0.6
PKA-R1A act,-7,10,12,-1,-9,-6,-2,-14

41: Cc1ccc(NC(=O)c2sc3nc(C)nc(N4CCN(c5ccccn5)CC4)c3c2C)c(C)c1
42: CS(=O)(=O)c1ccc(C(=O)NCC2(N3CCCCC3)CCCCC2)cc1
43: Cc1ccc2oc(=O)c3cc(C(=O)NCCCN4CC(C)CC(C)C4)sc3c2c1 (configuration not stated)
44: COCCn1cnnc1SCC(=O)Nc1cc(OC)c([N+](=O)[O-])cc1C
45: CC(C)CCC(C)N=Cc1c(O)n(Cc2ccccc2)c(=O)c2ccccc12 (configuration not stated)
46: CCOC(=O)CSc1n[nH]c(NC(=O)c2ccccc2)n1
47: O=[N+]([O-])c1ccc(N=Cc2ccc(Br)c([N+](=O)[O-])c2)cc1
48: Cc1nc(N2CCC3(CC2)OCCO3)c2nnn(Cc3ccccc3F)c2n1
49: COc1ccc(NC(=O)C(=O)c2cn(CC(=O)N3CCCC3)c3ccccc23)cc1

Compound,41,42,43,44,45,46,47,48,49
Arrestin-AP2 inh,-2,-2,42,3,31,8,-9,-7,-8
DSG3 Ab inh,100,100,111,102,101,97,93,103,101
PKA-R2B act,-10,10,-18,4,1,-5,-5,-7,7
NSD2 HMT inh,/,-1,4,-9,/,-1,2,-4,2
SR-BI HDL uptake,62,-24,13,-9,-4,3,10,53,50
dFosB act,-3,-3,-24,-7,-14,-2,-3,-5,-2
SR-BI uptake up,-62,24,/,9,4,-3,-10,-53,-50
Mot1-301 SUMO,15,0,0,/,-1,75,24,422,-13
MITF act,11,11,-48,-5,8,-7,-5,8,-16
CDK5 p35 inh,-1.7,1.1,0.9,-2.1,0.1,0.8,-1.0,0.1,0.8
PKA-R1A act,-9,7,-7,1,8,3,-4,-8,-1
